Screens deposited in PubChem BioAssay by The Scripps Research Institute Molecular Screening Center.
M1 ag = agonists of human M1 muscarinic receptor. P11229. CHO-K1 hM1, Fluo-8 calcium fluorescence, agonist mode; 0% DMSO, 100% acetylcholine EC100. activation, % at 3 µM. hit rate 0.33% among 360,000;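 active = activation above the run's mean compound activation plus 3 SD, cut at about 16% in these data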;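 note: peak over basal fluorescence ratio within a 140 s kinetic read after compound addition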
OXTR potentiator = potentiates the human oxytocin receptor response | P30559 | CHO-OTR cells, Fluo-8 calcium fluorescence, potentiator mode; 0% = oxytocin EC15, 100% = EC100 | activation, % at 3 µM | hit rate 0.061% among 320,000 | AID 2445;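 active = activation above that plate's cutoff, the mean activation of tested compounds plus 3 SD, cut at about 6.6% in these data, passing the limit was not always enough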;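 note: 100% uses oxytocin at 75 nM as the full agonist control; some results filed as inactive read as strong as hits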
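Assay system: CHO-OTR cells, human receptor / Also added: oxytocin at about EC15, sub-maximal agonist stimulus / Dosing: single dose, 3.0 µM nominal final compound concentration / Incubation: 6 min pre-incubation, 100 s read / Technique: Fluo-8 calcium dye fluorescence / Read-out: % activation vs EC15 and EC100 oxytocin / Benchmarks: EC15 oxytocin low, 75 nM oxytocin high / Replicates: singlicate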
TAAR1 antag = antagonists of human TAAR1; Q96RJ0; CHO RD-HGA16 TAAR1, Fluo-8 calcium fluorescence, antagonist; inhibition, % at 3 µM; hit rate 1.5% among 360,000; AID 624466;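 active = inhibition above a per-plate cutoff, the mean inhibition of test compounds on that plate plus 3 SD, cut at about 49% in these data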;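 note: 0% = DMSO plus EC80 beta-PEA response and 100% = DMSO alone without agonist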
Target sequence (Q96RJ0 whole entry, looked up): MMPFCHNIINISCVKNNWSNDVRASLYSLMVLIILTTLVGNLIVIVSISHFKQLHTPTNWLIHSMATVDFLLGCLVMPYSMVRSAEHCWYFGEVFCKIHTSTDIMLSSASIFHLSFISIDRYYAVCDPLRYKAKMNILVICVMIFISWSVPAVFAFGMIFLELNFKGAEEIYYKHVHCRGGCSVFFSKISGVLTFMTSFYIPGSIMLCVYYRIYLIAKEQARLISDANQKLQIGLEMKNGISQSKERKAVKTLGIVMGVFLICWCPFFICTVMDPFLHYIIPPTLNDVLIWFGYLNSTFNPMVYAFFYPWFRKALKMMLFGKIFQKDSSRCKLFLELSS
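Material: RD-HGA16 CHO cells with stable hTAAR1 and Gα16; Dosing: single nominal final test compound concentration of 3 µM; Schedule: seeding 17-24 h prior, 75-min 37 °C, 30-min RT dye loading; Detection: kinetic Fluo-8 calcium fluorescence measurement; Measure: % inhibition from peak post-agonist over basal fluorescence ratio; Benchmarks: vehicle and agonist controls.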
V1aR counter = activates human V1a receptor in oxytocin agonist counter-screen; P37288; CHO-V1R cells, Fluo-8 calcium fluorescence, agonist mode; 0% DMSO, 100% 3 nM vasopressin; hit rate 0.25% among 320,000; activation, % at 3 µM; AID 2797;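 active = activation above the mean activation of all tested compounds plus 3 SD, per screening run, cut at about 20% in these data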;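 note: signal is peak over basal fluorescence ratio across a 100 second FLIPR read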
Target sequence (P37288 whole entry, looked up): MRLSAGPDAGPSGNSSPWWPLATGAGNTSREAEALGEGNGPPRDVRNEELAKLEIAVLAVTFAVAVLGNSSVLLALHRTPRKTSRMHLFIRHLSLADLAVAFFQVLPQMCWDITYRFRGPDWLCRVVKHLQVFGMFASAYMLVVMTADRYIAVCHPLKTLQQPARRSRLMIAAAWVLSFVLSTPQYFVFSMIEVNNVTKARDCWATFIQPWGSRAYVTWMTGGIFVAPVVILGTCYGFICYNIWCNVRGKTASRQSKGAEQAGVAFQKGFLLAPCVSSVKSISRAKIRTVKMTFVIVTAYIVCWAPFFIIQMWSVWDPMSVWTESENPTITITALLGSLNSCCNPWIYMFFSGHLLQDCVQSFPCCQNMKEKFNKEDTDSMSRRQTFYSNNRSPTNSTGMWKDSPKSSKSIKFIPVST
M1 antag = antagonists of human M1 muscarinic receptor. CHO-K1 hM1, Fluo-8 calcium fluorescence, ACh EC80 antagonist. inhibition, % at 3 µM. hit rate 1.3% among 360,000;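 active = percent inhibition above its own plate's cutoff, namely the mean of that plate's compound wells plus 3 SD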;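 note: peak over basal fluorescence ratio during 140 s after agonist addition; 0% = ACh EC80 plus DMSO and 100% = DMSO alone without agonist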
CHRM1 PAM = positive allosteric modulators of human M1 muscarinic receptor; P11229; CHO-K1 hM1, Fluo-8 calcium fluorescence, ACh EC20; 0% = ACh EC20, 100% = maximal ACh; activation, % at 3 µM; hit rate 0.088% among 360,000; AID 588819; in the data active = activation above about 19%, passing the limit was not always enough
TAAR1 agonist = human TAAR1 agonism. Q96RJ0. CHO RD-HGA16 TAAR1, Fluo-8 calcium fluorescence; vehicle wells 0%, saturating PEA agonist 100%. activation, % at 3 µM. hit rate 0.99% among 360,000;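 active = activation above the mean activation of all test compounds in the run plus 3 SD, cut at about 38% in these data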
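System: CHO-derived RD-HGA16 cells with stable Gα16 and human TAAR1 / Times: 17-24 h plating, Fluo-8 75 min 37 °C, 30 min RT / Technique: calcium-sensitive Fluo-8 signal, excitation 470-495, emission 515-575 nm / Measure: % activation relative to PEA EC100 response / Benchmarks: DMSO and PEA EC100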
CHO parental Ca = signal in parental CHO cells, OX1R antagonist counter-screen. parental CHO-K1, ATP-induced calcium, Fluo-8 fluorescence. inhibition, % at 5.6 µM. hit rate 0.63% among 330,000;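 active = inhibition above that plate's mean sample inhibition plus 3 SD, cut at about 26% in these data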;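 note: 0% = ATP-challenged DMSO wells and 100% = DMSO wells without ATP; some compounds past the cut are filed as inactive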
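test system = CHO parental line | reagent = ATP stimulus | measured by = intracellular calcium via Fluo-8 no-wash fluorescent dye | control set = ATP and no-ATP DMSO wells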
OXTR ag = human OXTR agonism; P30559; CHO-OTR cells, Fluo-8 calcium fluorescence; normalized: DMSO 0%, oxytocin 100%; activation, % at 3 µM; hit rate 0.32% among 320,000;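 active = activation above the mean of all tested compounds plus 3 SD, cutoff set per screening run, cut at about 20% in these data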;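 note: peak over basal fluorescence ratio from a 100 s FLIPR kinetic read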
Active calls of the source: *; . = no result given. Outcome played no part in choosing rows. About 3.7% of those tested had a hit in this group.

Preview:
| No. | smiles | M1 ag | OXTR potentiator | TAAR1 antag | V1aR counter | M1 antag | CHRM1 PAM | TAAR1 agonist | CHO parental Ca | OXTR ag |
| --- | --- | --- | --- | --- | --- | --- | --- | --- | --- | --- |
| 1 | O=C(COC(=O)C1CCN(S(=O)(=O)c2cccs2)CC1)c1cc2ccccc2o1 | 2 | -12 | 24 | 0.8 | -23 | 4 | 17 | -13 | -0.6 |
| 2 | COc1ccc(CCN2C(=NC(=O)C(C)C)SC3CS(=O)(=O)CC32)cc1 (stereo not given) | -2 | -7 | -7 | 0.5 | 2 | 0 | 2 | -7 | 0.0 |
| 3 | CCc1cccc(CC)c1NC(=O)CN1CCN(c2ccccc2)CC1 | 1 | -2 | -15 | -0.2 | -15 | 0 | 13 | -13 | -0.6 |
| 4 | Cc1ccc(-c2ocnc2C(=O)N2CCOCC2)cc1 | -2 | -6 | -13 | 0.5 | -19 | 18 | 0 | -4 | -0.1 |

Main list, from the start:
| No. | smiles | M1 ag | OXTR potentiator | TAAR1 antag | V1aR counter | M1 antag | CHRM1 PAM | TAAR1 agonist | CHO parental Ca | OXTR ag |
| --- | --- | --- | --- | --- | --- | --- | --- | --- | --- | --- |
| 1 | O=C(COC(=O)C1CCN(S(=O)(=O)c2cccs2)CC1)c1cc2ccccc2o1 | 2 | -12 | 24 | 0.8 | -23 | 4 | 17 | -13 | -0.6 |
| 2 | COc1ccc(CCN2C(=NC(=O)C(C)C)SC3CS(=O)(=O)CC32)cc1 (stereo not given) | -2 | -7 | -7 | 0.5 | 2 | 0 | 2 | -7 | 0.0 |
| 3 | CCc1cccc(CC)c1NC(=O)CN1CCN(c2ccccc2)CC1 | 1 | -2 | -15 | -0.2 | -15 | 0 | 13 | -13 | -0.6 |
| 4 | Cc1ccc(-c2ocnc2C(=O)N2CCOCC2)cc1 | -2 | -6 | -13 | 0.5 | -19 | 18 | 0 | -4 | -0.1 |
| 5 | CC(C)C(=O)NC(=S)Nc1ccc(CN2CCOCC2)cc1 | -5 | -11 | 3 | -0.6 | 8 | 2 | 3 | 1 | 0.6 |
| 6 | Cc1nnc(NC(=O)CSc2nnc(-c3ccc(S(=O)(=O)N4CCCC4)cc3)n2C)s1 | -8 | 7 | 1 | 1.0 | 8 | -1 | 10 | 0 | 1.6 |
| 7 | C=CCn1c(SCC(C)=O)nnc1-c1ccc2ncccc2c1 | -2 | -8 | -8 | -0.1 | -7 | 4 | 1 | -6 | 0.0 |
| 8 | Cc1ccc(NC(=O)c2cc([N+](=O)[O-])ccc2N2CCCC2)cc1 | -3 | -3 | -4 | 0.5 | 6 | -2 | -1 | -11 | -2.1 |
| 9 | O=C(NCCN1C(=O)C2C3C=CC(C3)C2C1=O)NCc1ccccc1 (stereo not given) | -4 | -5 | 10 | -0.2 | -10 | 0 | 0 | 4 | 0.7 |
| 10 | COc1ccc2oc(=O)c(C(=O)C[n+]3cccc(C)c3)cc2c1 | -14 | -7 | 3 | 0.5 | 32* | -31 | 5 | -10 | 0.2 |
| 11 | C=CCC1NS(=O)(=O)OCC1NC(=O)OCC(Cl)(Cl)Cl (stereo not given) | -6 | -7 | 9 | 0.5 | 18 | -7 | 5 | -13 | -0.4 |
| 12 | Cc1cccc(OCc2nnc(SCC(=O)N3CCCC3)o2)c1 | -1 | -9 | 10 | 2.6 | -2 | 8 | 0 | -1 | 1.4 |
| 13 | O=C(c1ccc2ccccc2c1)c1c[nH]cc1-c1ccccc1 | -1 | -12 | 10 | 1.7 | -6 | 2 | -1 | -16 | -0.3 |
| 14 | Cc1ccc(S(=O)(=O)N2Cc3ccccc3CC2C(=O)Nc2ccc3c(c2)OCO3)cc1 (stereo not given) | -3 | -13 | 16 | -0.9 | 6 | -4 | 3 | -12 | -2.3 |
| 15 | COCCN1C(=O)c2cc(C(=O)Nc3ccc(C)c(F)c3)ccc2C1Nc1ccc(C)c(F)c1 (stereo not given) | -5 | -5 | 46 | 1.3 | 2 | -3 | 5 | -15 | -0.4 |
| 16 | O=C(COc1ccc(S(=O)(=O)Nc2ccccc2)cc1)NCc1ccncc1 | -16 | 0 | 13 | 1.0 | 3 | -4 | 1 | -2 | 0.0 |
| 17 | COc1cccc(C(=O)N[C@@H](C)C(=O)N2CCC3(CC2)NCCc2[nH]cnc23)c1 | -13 | -6 | -6 | 0.3 | -4 | -4 | 2 | -9 | 0.5 |
| 18 | Cc1cc(C)nc(N2CCN(c3ncnc4c3cnn4Cc3ccc(Cl)cc3Cl)CC2)n1 | . | -17 | . | 0.5 | . | . | . | -6 | 0.3 |
| 19 | O=C(Nc1ccc(Br)cn1)c1cccc(-c2cc3ccccc3oc2=O)c1 | -3 | 4 | -9 | -0.2 | 2 | 2 | 2 | -14 | -0.1 |
| 20 | CCN1CC(CN(C)Cc2cn(-c3cccc(C)c3)nc2-c2cccc(F)c2)CC1=O (stereo not given) | -2 | -2 | -10 | -1.1 | -10 | 2 | -2 | -42 | -1.8 |
| 21 | Cc1ccc(NC(=O)CSc2nnc3ccccn23)cc1S(=O)(=O)N1CCOCC1 | -4 | -1 | -8 | -0.8 | -17 | 9 | 1 | 22 | -0.3 |
| 22 | Cn1c(SCc2ccccc2)nnc1-c1ccco1 | -15 | -7 | -3 | 0.3 | -8 | 12 | 7 | -9 | -0.8 |
| 23 | Clc1ccc(OC2CCN(Cc3nc(CC4CC4)no3)CC2)cc1 | -5 | -4 | -17 | -0.1 | -4 | 2 | 0 | -13 | -2.0 |
| 24 | O=C(NCCCCc1ccccc1)c1cccc([N+](=O)[O-])c1 | 0 | -8 | 25 | 2.6 | -4 | 4 | 8 | -7 | 2.8 |
| 25 | COc1cc(CNc2ccc3[nH]c(=O)[nH]c3c2)ccc1OCc1ccccc1Cl | -6 | -11 | -1 | 5.4 | 8 | -4 | 1 | -17 | 2.2 |
| 26 | Cc1ccc(S(=O)(=O)N2CCC(=O)N(C(COCc3cccc(C(F)(F)F)c3)C(C)C)CC2)cc1 (stereo not given) | -7 | -6 | . | 1.1 | -1 | -6 | . | -32 | -0.8 |
| 27 | CCOC(=O)CC(=O)CSc1nc(-c2ccc3c(c2)OCO3)cc(C(F)(F)F)c1C#N | -4 | -4 | . | 0.1 | 2 | 1 | . | -9 | 1.7 |
| 28 | Cc1ccc(N)cc1CN1CCCC1=O | -5 | -3 | -10 | -0.3 | -9 | 0 | 13 | -10 | 0.3 |
| 29 | O=C(c1ccc(=O)[nH]c1)N(c1ccccc1)C(CCc1ccccc1)c1nc2ccccc2[nH]1 (stereo not given) | -5 | . | -4 | . | 5 | -3 | -1 | . | . |
| 30 | C=CCN1C(=O)C(CCCC)NC1=S (stereo not given) | -1 | -1 | -27 | 0.8 | 2 | 2 | 3 | -9 | -0.1 |
| 31 | N/C(=N\NC(=O)Nc1ccc(Cl)cc1)c1ccccn1 | -4 | 2 | -2 | 0.7 | -9 | 0 | 13 | -10 | -2.4 |
| 32 | S=c1[nH]c2ccccc2n2c(=S)[nH]nc12 | -6 | -8 | -9 | 1.1 | 0 | 2 | -1 | 0 | 0.6 |
| 33 | COc1ccc(Cc2noc(CN3CCN(Cc4csc(C)n4)CC3)n2)cc1OC | -6 | 0 | -8 | 1.0 | -11 | 9 | 1 | -3 | 0.8 |
| 34 | Cc1cc(C)c2c(=N)c3ccccc3n(CCCCCCCCn3c4ccccc4c(=N)c4c(C)cc(C)nc43)c2n1 | -8 | . | -27 | . | 12 | -14 | 10 | . | . |
| 35 | O=C(NCC1CCCCC1)C1CCC(=O)N(CCc2cccc(F)c2)C1 (stereo not given) | -3 | 7 | -13 | 0.4 | -2 | 3 | -1 | -23 | -0.9 |
| 36 | O=C(CNS(=O)(=O)/C=C/c1ccccc1)OC1CCOC1=O (stereo not given) | -5 | -1 | -7 | 0.0 | 1 | 5 | 1 | 2 | 1.1 |
| 37 | CNC(=O)c1ccccc1NC(=O)c1ccc(C)c(S(=O)(=O)N2CCCCC2)c1 | -3 | -7 | 11 | -1.2 | 6 | 3 | 19 | -31 | -2.7 |
| 38 | COc1ccc(C(=O)Nc2ccccc2C(=O)Nc2ccncc2)cc1 | -4 | -3 | 7 | 0.4 | 6 | -2 | 2 | -5 | -0.9 |
| 39 | COc1ccc(C2C(C(C)=O)=C(C)N=c3s/c(=C\c4ccco4)c(=O)n32)c(OC)c1 (stereo not given) | -5 | 1 | 3 | -0.2 | -4 | 6 | 9 | 0 | -1.4 |
| 40 | Clc1ccc(-c2nc3ccccn3c2CN2CCCCC2)cc1 | -10 | 6 | -4 | -1.1 | 6 | 6 | 2 | -14 | -1.5 |

The list continues:
Results follow in this order: M1 ag	OXTR potentiator	TAAR1 antag	V1aR counter	M1 antag	CHRM1 PAM	TAAR1 agonist	CHO parental Ca	OXTR ag
#41 COc1cc(/C=C2/C(=N)N3C(SC)=NSC3=NC2=O)ccc1OC(=O)c1ccco1
→ -4	-4	-4	0.0	24	-11	-1	-8	-0.1
#42 O=C(CN(Cc1ccccc1F)S(=O)(=O)c1ccc(Cl)cc1)NCC1CCCO1 (stereo not given)
→ -8	-3	-3	0.0	-4	3	0	-9	0.1
#43 O=C(Cc1csc(-c2ccccc2)n1)NCc1ccccc1F
→ .	-5	-26	-1.1	.	.	0	-15	-1.6
#44 O=C1CSC(c2ccccc2)N1Cc1ccccn1 (stereo not given)
→ -6	.	-14	.	-7	8	3	.	.
#45 CCc1nc2sc(C)c(C)c2c(=O)n1CCO
→ -3	-1	2	0.0	-8	6	2	-2	-0.5
#46 CSCCC(NS(=O)(=O)c1ccccc1F)C(=O)N1CCCCCC1 (stereo not given)
→ -3	-19	7	-0.7	-21	21	-1	-13	-1.6
#47 COc1ccccc1/C=C/C=N/n1c(-c2ccncc2)n[nH]c1=S
→ 6	-5	-38	-0.9	-12	12	15	-16	-1.3
#48 O=C(CCNS(=O)(=O)c1ccc(Br)cc1)NC1CCC(O)CC1 (stereo not given)
→ -2	-3	8	-0.3	-7	12	15	-1	-0.5
